Screening results (PubChem)
S3 lipid droplet: qHTS Assay for Lipid Storage Modulators in Drosophila S3 Cells. Drosophila S3 cells, BODIPY lipid droplet fluorescence, 18-24 h; cells fed with added oleic acid. Potency in µM for hits, for the others lipid storage change, negative = inhibition, % at the top dose, mostly 46.1 µM. hit rate 0.64% among 320,000. AID 2685, 2010; active = well fitted inhibition curve with a large enough effect in the signal ratio, with a control signal flat, not every such curve was filed as active; inconclusive = small, poorly fitted or top-dose-only effect, or effect the other way, or a change in a side signal; the % refers to the signal ratio
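Laser-scanning cytometry quantifies lipid droplet accumulation (500–530 nm total intensity; droplet/cell object ratio) in oleic acid-fed (400 uM added) Drosophila S3 cells treated with a concentration series. 20 uM Triacsin C defined 100% inhibition.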
S3 lipid droplet cell count max: further read-out of S3 lipid droplet, marked with its call; cell number change, %; measured here: cell count max response;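 cells counted by Cell Tracker Red CMTPX staining in the red channel; peak over a dose series mostly up to 46.1 µM; percent activity relative to internal control wells on each plate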
* marks the source's active call; other numbers are inactive results; i = inactive; ? = inconclusive; . = no result given. % is scaled to controls: 0 for no effect and ±100 for the full control effect; potency is read from the fitted curve at half-maximal effect. An excerpt (hit frequency here may not be typical).

SMILES	S3 lipid droplet	S3 lipid droplet cell count max
CCOC(=O)c1cc2cc([N+](=O)[O-])ccc2oc1=O	-1.5%	-1.6
CCCCCCc1c(O)c2ccccc2[nH]c1=O	?	.
O=C(NNc1ncc(C(F)(F)F)cc1Cl)c1ccc(Cl)c(Cl)c1	1.8%	-0.9
COCCNC(=O)C1CCCN(S(=O)(=O)c2ccc3c(c2)CC(C)N3C(=O)C2CC2)C1 (stereo unspecified)	?	.
COc1cccc(-n2ccnc2SCC(=O)NCc2ccccc2)c1	?	.
CN(C)/C=N/NC(=O)c1ccc(Cl)cc1	?	.
O=S(=O)(Cc1cc(NCc2ccccc2)nc(-c2ccccn2)n1)c1ccccc1	?	.
COc1ccc2c(c1)CCC1=C2NC(=S)NC1c1ccc(N(C)C)cc1 (stereo unspecified)	-6.9%	-19.2
Cc1ccccc1-c1nc(CS(=O)CC(=O)NC(C)CCc2ccccc2)c(C)o1 (stereo unspecified)	i	25.1
CCc1nnc(NC(=O)CCN2C(=O)/C(=C/c3cc(OC)c(OC)c(OC)c3)SC2=S)s1	?	.
CCN1CCN(C(=O)C2CCN(S(=O)(=O)c3cc(Cl)ccc3Cl)CC2)CC1	?	.
Cc1ccc(NC(=O)c2cc(S(=O)(=O)NCCC3=CCCCC3)ccc2F)cc1	-15.8%	-3.5
O=C(c1ccccc1)c1cnc2ccc(Cl)cc2c1N1CCOCC1	26.9%	36.4
Cc1ccc(-n2ncc(C(=O)N3CCN(C(=O)c4ccco4)CC3)c2-n2cccc2)cc1	i	-13.4
Cc1ccc(C(=O)Nc2ccccc2)cc1S(=O)(=O)Nc1ccc(Cl)cn1	-3.6%	0.7
COc1ccc(C(CNC(=O)c2ccco2)N2CCOCC2)cc1 (stereo unspecified)	?	.
CC/C(=N\NS(C)(=O)=O)c1ccccc1	?	.
COc1ccc(NC(=S)Nc2ccccc2)cn1	-1.8%	3.2
O=C(OCC(=O)N1CCN(C(=O)c2ccco2)CC1)c1cc(-c2ccccc2)nc2ccccc12	?	.
Cc1ccc(C2=NN(C(=O)CCl)C(c3ccco3)C2)o1 (stereo unspecified)	?	.
CCc1c(C)nc2cc(-c3cc(OC)cc(OC)c3)nn2c1N1CCN(CCN2CCOCC2)CC1	?	.
COc1ccccc1COc1ccc2c(C)c(CC(=O)O)c(=O)oc2c1C	?	.
CC1(C)C(C#N)=C(N)Oc2c1c(=O)oc1ccccc21	-5.1%	3.9
Cc1cc(C)n(CCC(=O)Nc2ccc(-c3ccno3)cc2)n1	?	.
O=C(Nc1ccc(OC(F)F)c(Cl)c1)Nc1ccc2c(c1)OCO2	?	.
CS(=O)(=O)N(CC(=O)Nc1ccccc1Sc1ccccc1)c1ccc(F)cc1	-17.6%	-29.8
O=C(NCCc1c[nH]c2ccccc12)C(=O)NCC(c1ccco1)N1CCN(c2ccccc2)CC1 (stereo unspecified)	20.1%	-12.5
COc1cc(/C=N/NC(=O)C(=O)N2CCCCCC2)ccc1O	i	-11.7
CCOC(=O)c1sc2ncn(CC(=O)Nc3cc(C)on3)c(=O)c2c1C	8.6%	7.5
Cc1cccc(OCC(=O)NC2CCCc3ccccc32)c1C (stereo unspecified)	18.0%	17.5
CC1(C)CC(=O)C2=C(C1)Nc1nc(SCCN3CCOCC3)[nH]c(=O)c1C2c1cccs1 (stereo unspecified)	?	.
CCC(=O)NCCc1nc2cc(NC(=O)c3ccc(Cl)cc3)ccc2n1C	14.6%	2.8
CCc1sc(N(C(=O)Cc2ccccc2)c2ccc(F)cc2)nc1-c1ccccc1	?	.
Cc1nn(CC(=O)NCCN2CCOCC2)c(C)c1[N+](=O)[O-]	?	.
CCCCOC(=O)Nc1nc2ccccc2s1	?	.
COc1ccc(S(=O)(=O)n2cnc3cc(C)c(C)cc32)cc1C	?	.
CC(Sc1nnc(C2CC2)n1-c1ccccc1)C(=O)N1CCCC1 (stereo unspecified)	-7.4%	-20.5
c1ccc(-c2nc3ccccn3c2NCc2ccc3c(c2)OCO3)cc1	?	.
Cc1ccc2nc3c(cc(C#N)c(=O)n3CC3CCCO3)c(=O)n2c1 (stereo unspecified)	?	.
Cc1cc2oc(C(=O)Nc3ccc(S(N)(=O)=O)cc3)c(C)c2cc1Cl	0.8%	-7.2
COc1cc(C(=O)NC(=S)Nc2ccc(Cl)c(C(=O)O)c2)cc(OC)c1OC	?	.
COc1ccc(NC(=O)c2cc3cc(OC)ccc3oc2=N)cc1	13.7%	-26.1
CCNS(=O)(=O)c1ccc(NC(=O)c2ccccc2)cc1	i	.
CC(=O)[C@@H]1[C@@H](C(=O)c2ccccc2)[C@]2(C(=O)Nc3ccccc32)[C@H]2C=Cc3cc(F)ccc3N12	-24.1%	-12.4
CCOc1ccc(OCC(=O)N(CCC2=CCCCC2)c2c(N)n(Cc3ccccc3)c(=O)[nH]c2=O)cc1	?	.
COC(=O)CCC(=O)N1CCCC(N2CCN(c3ccc(OC)cc3)CC2)C1 (stereo unspecified)	?	.
CCOC(=O)N1CCC(c2cc(=O)n3[nH]cc(C(=O)OC)c3n2)CC1	i	.
COc1ccccc1S(=O)(=O)Cc1ccc(C(=O)NCc2ccc3c(c2)OCO3)o1	?	.
COc1ccccc1C(=O)NNC1CC(=O)N(c2ccc3c(c2)OCCO3)C1=O (stereo unspecified)	3.4%	-6.2
COc1cc([N+](=O)[O-])cc(/C=N/NC(=O)Cn2nccc2C)c1O	24.8%	.
Remaining list, next part:
SMILES	S3 lipid droplet	S3 lipid droplet cell count max
CC1=C(C(=O)N2CCCC(N3CCN(c4cccc(Cl)c4)CC3)C2)OCCO1 (stereo unspecified)	?	.
Fc1ccccc1CNc1cc(Cl)cc(Cl)c1	?	.
Cc1nonc1CN(C)C(=O)c1ccc(OC2CCN(Cc3ccccn3)CC2)cc1	0.4%	-0.5
CC(=O)/C(=N/Nc1ccccc1C)N1CCOCC1	-8.2%	13.8
CN(CCOc1ccc(Cl)cc1)C(=O)c1ccc2c(=O)n3c(nc2c1)CCC3	22.2%	.
CC(C)N(C1=CC(=O)OC12CCCCC2)C(C)C	?	.
O=C(/C=C/c1ccccc1)NCCS(=O)(=O)N1CCN(c2ccccc2)CC1	?	.
O=S(=O)(c1cccnc1)N1CCn2cccc2C1c1ccccc1F (stereo unspecified)	?	.
CCOC(=O)C1CCCN(C(=O)c2cc(S(=O)(=O)N3CCCCC3)ccc2Cl)C1 (stereo unspecified)	?	.
CCOc1ccc(CN(C)CC(=O)Nc2cc(C)c(C)cc2[N+](=O)[O-])cc1	?	.
O=C(Nc1ccc(F)c(Cl)c1)c1ccc2c(c1)OCO2	?	.
CS(=O)(=O)N1CCN(c2ccc([N+](=O)[O-])c(NCc3cccnc3)c2)CC1	?	.
O=C(NCc1ccc(F)cc1)C1CCC(CNS(=O)(=O)c2ccccc2)CC1 (stereo unspecified)	11.6%	7.9
O=C(NN1CCN(Cc2ccccc2Cl)CC1)c1ccc(Br)cc1	i	.
Cc1cc(NC(=O)CSc2nnc(-c3cccnc3)n2Cc2ccccc2)no1	?	.
CCN(CC)C(=O)CSc1ncnc2sccc12	-3.7%	14.9
COc1cccc(C(=O)N2CCC(n3nccc3NC(=O)C(OC)c3ccccc3)CC2)c1 (stereo unspecified)	-14.1%	-18.5
CCOc1ccc2nc(NC(=O)C(CC)Sc3nc(C)cc(=O)[nH]3)sc2c1 (stereo unspecified)	?	.
O=[N+]([O-])c1ccc(O)c(C=Nc2ccc3oc(Cc4ccc(Cl)cc4)nc3c2)c1	?	.
COc1cc(CCC(=O)Nc2sccc2C#N)cc(OC)c1OC	?	.
CC(C)Cn1c(SCC(=O)N2CCN(S(=O)(=O)c3ccccc3)CC2)nc2ccccc21	?	.
COc1ccc(Cl)cc1C(=O)Nc1nc2ccc(S(C)(=O)=O)cc2s1	1.7%	-11.2
CCCCC(=O)OCCNC(=O)c1cc2ccccc2oc1=O	8.8%	8.5
COn1c(=O)c(-c2ccc(C)cc2)[n+]([O-])c2ccccc21	?	.
COc1ccccc1NC(=O)C1=C(C)NC(SCC(=O)Nc2ccc(C(=O)O)cc2)=C(C#N)C1c1cccs1 (stereo unspecified)	-2.2%	4.6
CCC(C)(C)NC(=O)c1ccccc1Oc1ccccc1	?	.
O=c1c2ccccc2nnn1Cc1ccc(Br)cc1	?	.
CCN1CCCC1CNC(=O)c1cc2c(-c3cccc(OC)c3)nn(C)c2s1 (stereo unspecified)	i	.
CC1(C)Cc2ccccc2-c2nnnn21	?	.
N#C/C(=C(/O)c1cccs1)c1nnc2n1CCCCC2	?	.
Fc1ccccc1NC(=S)NN(Cc1ccccc1)c1ccccc1	?	.
O=C(C1=C[C@H](c2ccc3c(c2)OCO3)C[C@H](OCCCCO)O1)N1CCN(Cc2ccc3c(c2)OCO3)CC1	-26.6%	-1.9
Cc1oc2ccccc2c1-c1cn2c(n1)SCC2	13.1%	0.5
O=C(Cn1nnc(-c2ccccc2Cl)n1)N/N=C/c1ccc2c(c1)OCO2	8.5%	8.3
Cn1c(SCC(=O)NC2CCS(=O)(=O)C2)nnc1-c1ccco1 (stereo unspecified)	6.9%	-6.8
Cc1ccc(C(=O)NCC(=O)N2CCCCCCC2)cc1	?	.
COc1ccccc1C(OC(=O)c1cccs1)C(=O)NCc1ccco1 (stereo unspecified)	8.2%	-20.9
CC1CCCN(C(=O)c2cc3c(=O)n4ccccc4nc3s2)C1 (stereo unspecified)	?	.
CCN(CC(=O)Nc1ccccc1OC)C(=O)CCc1ccccc1	i	12.7
O=C(Nc1ccccc1N1CCOCC1)c1cc(-c2ccco2)nc2ccccc12	?	.
O=C(NCc1ccco1)c1nc2ccccc2s1	?	.
CNC(=O)N(c1ccccc1)c1ccccc1	7.1%	6.4
CC(=O)C1CCC2C3CCC4=CC(=O)CC[C@]4(C)[C@@]3(F)C(O)C[C@]12C (stereo partly specified)	0.5%	.
CCn1nnc(NC(=O)c2cccc(-c3cc4ccccc4oc3=O)c2)n1	?	.
CN(C)CCn1c(=O)n(-c2cccc(Cl)c2)c(=O)c2c3c(sc21)CCCCC3	?	.
CC1(C)CC(=O)C(C=NCCc2ccc(O)cc2)=C(O)C1	0.6%	3.4
COCCCn1c(SCC(=O)c2ccccc2)nc2ccccc2c1=O	?	.
CC(NC(=O)COC(=O)C1=NN(c2ccccc2)C(=O)CC1)c1ccccc1 (stereo unspecified)	?	.
O=S(=O)(NC1CC(NS(=O)(=O)OCC(Cl)(Cl)Cl)C2CCCCC12)OCC(Cl)(Cl)Cl (stereo unspecified)	?	.
N#CC1=C(SCc2ccccc2)NC(=O)CC1c1cccc(O)c1 (stereo unspecified)	15.7%	-13.4
Next section:
SMILES	S3 lipid droplet	S3 lipid droplet cell count max
COc1ccc(C(CNc2ncnc3sc(C)c(C)c23)N(C)C)cc1 (stereo unspecified)	?	.
COc1cc(NC(=O)Cn2nnc(-c3ccncc3)n2)cc(OC)c1	?	.
COc1ccc(NC(=S)NN2CCN(C)CC2)cc1OC	0.1%	-8.4
Cc1nnc(NC(=O)c2cccc(S(=O)(=O)N3CCOCC3)c2)s1	?	.
COc1ccc(OCCN2CCN(C(=O)c3ccc(OC(F)F)c(OC)c3)CC2)cc1	?	.
c1ccc(C[C@H]2CNCCN2CC2CCCCC2)cc1	?	.
COc1ccc(C(CCN)Cc2ccccc2)cc1 (stereo unspecified)	i	.
N#Cc1cccc(-c2cn(S(=O)(=O)c3ccc(Cl)cc3)nc2N)c1	?	.
CCc1ccccc1NC(=O)CSc1n[nH]c(-c2cccnc2)n1	?	.
O=C(CCS(=O)(=O)c1ccc(Cl)cc1)Nc1ccc(N2CCOCC2)cc1	6.3%	19.3
O=C(CCCO)NC1Cc2ccccc2C1	?	.
CC(=O)N1CCc2cc(Br)cc(S(=O)(=O)NCC3CCCO3)c21 (stereo unspecified)	0.4%	5.2
COc1ccc(NS(=O)(=O)c2ccc3oc(SC4CCOC4=O)nc3c2)cc1 (stereo unspecified)	10.6%	-10.0
CSCC[C@H](NC(=O)Cc1c(C)c2c(cc(C)c3c(C)c(C)oc32)oc1=O)C(=O)O	?	.
Cc1ccc(CS(=O)Cc2ccc(C(=O)NCCc3ccccc3)o2)cc1 (stereo unspecified)	?	.
COc1ccc([N+](=O)[O-])cc1N(CC(=O)N1CCN(Cc2ccccc2)CC1)S(C)(=O)=O	?	.
